Screens (PubChem)
mHtt clearance: clearance of mutant huntingtin inclusions, primary screen, imaging, HeLa Exon1htt(103Q)mCFP, confocal imaging. 47,000 tested, 0.42% active. inhibition, % at 1.5 µM. aggregate imaging; zero = plate's median compound well;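 active means inhibition of aggregate fluorescence above about 70%, also judged a hit by eye on the cell image, limit read from the data, passing the limit was not always enough; inconclusive means no rule stated for this call; inactive means not judged a hit on image review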;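 further: cells exposed to compound for three days before fixation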
mHtt clearance grain fraction: second read-out of mHtt clearance, no call of its own (marks repeat the call); fraction fluorescence in grains; measured here: aggregate grain fluorescence fraction; active compounds read low;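 scaled fraction of total cell fluorescence in grains with unit not stated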
Numbers without * were called inactive; ? = inconclusive; / = not tested or not shown. This is a subset, so the mix of outcomes need not match the whole.

Order of values: mHtt clearance | mHtt clearance grain fraction
1. COc1cc(C(=O)N2CCN(c3cccc(C)c3C)CC2)cc(OC)c1OC
→ 59 | 13
2. CC(=O)Nc1ccc(OCC(O)CN2CCN(c3ccccc3Cl)CC2)cc1 (stereo unspecified)
→ -41 | 27
3. COc1cc(C(=O)O)cc(Br)c1OC1CCCC1
→ -109 | 42
4. CCOc1ccccc1OCCOc1ccccc1OC(C)C
→ 8 | 15
5. Cn1c(=O)cc(SCC(=O)NCCCN2CCOCC2)c2ccccc21
→ 26 | 23
6. Cc1onc(-c2ccccc2)c1C(=O)NCC1CCN(C(=O)c2c(-c3ccccc3)noc2C)CC1
→ -25 | 54
7. CN(C(=O)COC(=O)c1ccc2c(c1)OCO2)C1CCS(=O)(=O)C1 (stereo unspecified)
→ -21 | 42
8. CC(=O)C1=C(C)NC(SCSc2ccccc2)=C(C#N)C1c1cccnc1 (stereo unspecified)
→ 25 | 15
9. CCOc1ccc(-c2cc(CCCC(=O)N3CCN(c4ccc(OC)cc4)CC3)no2)cc1
→ 19 | 26
10. COC(=O)Cn1cnc2sc(C)c(S(=O)(=O)N3CCC(C)CC3)c2c1=O
→ 14 | 16
11. O=C1CC(=O)C(n2cncn2)C(c2ccc(Cl)cc2)C1 (stereo unspecified)
→ 32 | 26
12. Cc1ccc(S(=O)c2ccc(C)cc2)cc1
→ -6 | 18
13. CC1=C(C(=O)NCc2ccccn2)C2(CCC(C)CC2)OC1=O (stereo unspecified)
→ -29 | 40
14. Cc1cc(C)n2nc(SCC(=O)N(C)c3ccccc3)nc2n1
→ -43 | 26
15. CCCC(=O)Nc1cc(-c2nn(C)c(=O)c3ccccc23)ccc1N1CCOCC1
→ -38 | 52
16. COc1ccc(-c2nc(C(N)=O)c3[nH]c(=O)n(-c4cccc(Cl)c4)c3n2)cc1OC
→ 27 | 15
17. CCOC(=O)Cc1csc(NC(=O)c2ccc(C)o2)n1
→ -8 | 20
18. COc1cc(NC(=O)c2ccc(CNc3c(N4CCOCC4)c(=O)c3=O)cc2)cc(OC)c1
→ 31 | 26
19. O=C(CN1CCN(Cc2ccccc2)CC1)N1CCCc2c1c(=O)oc1ccc(O)cc21
→ 37 | 23
20. CCCc1[nH]nc2c1C(c1ccc(OC)c(Cn3nc(C)c(Br)c3C)c1)C(C#N)=C(N)O2 (stereo unspecified)
→ 3 | 16
21. COc1ccc(NC(=O)CC(NCCc2ccccc2)C(=O)O)c(OC)c1 (stereo unspecified)
→ 31 | 26
22. Nc1nc(SCc2ccc(Cl)cc2Cl)ns1
→ 34 | 12
23. C1=C(c2ccc(-c3ccccc3)cc2)Nc2ncnn2C1c1ccco1 (stereo unspecified)
→ 12 | 33
24. CCN(CC)c1ccc(NC(=O)CN2CCN(S(=O)(=O)c3cc(Cl)ccc3OC)CC2)cc1
→ -25 | 26
25. Cc1ccc(C(=O)Nc2ccc(O)c(C(=O)O)c2)o1
→ -27 | 23
26. CS(=O)(=O)NC1CCN(Cc2ccccc2)CC1
→ -25 | 24
27. O=C1C(Cl)=C(N2CCOCC2)C(=O)N1c1ccccc1
→ -11 | 36
28. CCOC(=O)C1CCN(C(=O)Cn2cc(C(=O)c3ccco3)c3ccccc32)CC1
→ -22 | 25
29. O=C(Nc1ccncc1)c1cccc(F)c1
→ -17 | 23
30. CC(=O)Nc1ccc(C(=O)OCCC(C)C)cc1
→ 19 | 30

Profiles as entered above. Screens in order: mHtt clearance	mHtt clearance grain fraction
`O=C1C(Cl)=C(N2CCOCC2)C(=O)N1c1ccccc1` is entered as -11	36
`C1=C(c2ccc(-c3ccccc3)cc2)Nc2ncnn2C1c1ccco1` (stereo unspecified) is entered as 12	33
`Cc1ccc(C(=O)Nc2ccc(O)c(C(=O)O)c2)o1` is entered as -27	23
`CC(=O)Nc1ccc(C(=O)OCCC(C)C)cc1` is entered as 19	30
`CS(=O)(=O)NC1CCN(Cc2ccccc2)CC1` is entered as -25	24

Following part.
Order of values: mHtt clearance | mHtt clearance grain fraction
31. CC(NC(=O)c1ccco1)c1cccc2ccccc12 (stereo unspecified)
→ -34 | 26
32. CC(C)Cc1nc(N2CCCCC2)c(C#N)c2c1CCC2
→ -19 | 41
33. C(=C\c1ccccc1)/CSc1nnc(-c2cccnc2)n1Cc1ccco1
→ -45 | 53
34. COc1ccc(CC(=O)N2CCOCC2)cc1OC
→ 10 | 17
35. CCOC(=O)C1CCN(c2c(NCCN3CCN(c4ccccc4)CC3)c(=O)c2=O)CC1
→ -33 | 41
36. CCOc1ccc(C(=O)Nc2ccc(Cl)cn2)cc1Cl
→ 54 | 16
37. CCCc1c(O)nc(SCC(=O)NCCc2ccc(OC)c(OC)c2)[nH]c1=O
→ -79 | 30
38. O=C1C2C3CCCC3=C3CCCC3C2C(=O)N1c1ccc(F)cc1 (stereo unspecified)
→ 18 | 29
39. COc1ccc(C2=CC(=O)OC3(CCCCC3)O2)cc1
→ -12 | 24
40. C=CCN1C2CCCC1CC(NC(=O)Nc1cccc(C(C)=O)c1)C2 (stereo unspecified)
→ -23 | 43

In another format: entries from further up.
#36 CCOc1ccc(C(=O)Nc2ccc(Cl)cn2)cc1Cl
  mHtt clearance: 54 | mHtt clearance grain fraction: 16
#37 CCCc1c(O)nc(SCC(=O)NCCc2ccc(OC)c(OC)c2)[nH]c1=O
  mHtt clearance: -79 | mHtt clearance grain fraction: 30

Back to the main list, starting three compounds before the break.
Order of values: mHtt clearance | mHtt clearance grain fraction
38. O=C1C2C3CCCC3=C3CCCC3C2C(=O)N1c1ccc(F)cc1 (stereo unspecified)
→ 18 | 29
39. COc1ccc(C2=CC(=O)OC3(CCCCC3)O2)cc1
→ -12 | 24
40. C=CCN1C2CCCC1CC(NC(=O)Nc1cccc(C(C)=O)c1)C2 (stereo unspecified)
→ -23 | 43
41. CCN=C1SC(CC(=O)Nc2ccc(N3CCOCC3)cc2)C(=O)N1CC (stereo unspecified)
→ -21 | 49
42. COc1ccc(-n2nnnc2SCc2nc3ccccc3s2)cc1
→ -2 | 21
43. CC(C)(C)NC(=O)CN(C(=O)c1ccc(CN2CCOCC2)o1)c1ccc2c(c1)OCCO2
→ -1 | 18
44. C=C(C)CSc1nc(N)c(C#N)c(-c2ccc(C)cc2)c1C#N
→ -24 | 20
45. Cc1snc(S(=O)(=O)/C(C#N)=N\Nc2ccccc2)c1C#N
→ -39 | 33
46. O=C(Cn1c(=O)sc2ccccc21)N1CCOCC1
→ 12 | 39
47. O=C(NCCSc1ccccc1)c1ccccc1
→ -39 | 26
48. CS(=O)(=O)N(CCc1ccccc1)CC(=O)N1CCN(c2ccc(F)cc2)CC1
→ -30 | 25
49. CCOc1cc(C(=O)Nc2cc(C)on2)cc(OCC)c1OCC
→ -47 | 25
50. CC(C)Oc1ccc(-c2cc(C(=O)NCCN3CCOCC3)c3ccccc3n2)cc1
→ -14 | 49
51. COC(=O)c1nc2ccccc2s1
→ -28 | 23
52. COc1cccc(-c2nnc(NC(=O)c3ccc(S(=O)(=O)N4CC(C)OC(C)C4)cc3)o2)c1 (stereo unspecified)
→ 41 | 10
53. COc1cc(C)c(Cl)c(C)c1S(=O)(=O)NCc1ccc2c(c1)OCO2
→ -1 | 17
54. COC(=O)NC(=S)Nc1ccc(Oc2ccc(Cl)cc2)c(Cl)c1
→ 24 | 24
55. c1ccc(-c2noc(C3CCCCC3)n2)nc1
→ ? | /
56. CCc1cccc(NC(=O)CCc2nc(-c3cccs3)no2)c1
→ -34 | 41
57. CC(C)(C)OC(=O)N1CCCC1C(=O)N1CCc2ccccc21 (stereo unspecified)
→ 23 | 14
58. O=C1OCCC1Sc1nc2ccccc2n1-c1ccccc1 (stereo unspecified)
→ -2 | 21
59. CCOC(=O)Cn1cnc2c(nnn2-c2ccc(OC)cc2)c1=O
→ 7 | 37
60. CCCCCn1nc(C)c2c(C)cc(=O)[nH]c21
→ 7 | 17
61. COc1ccccc1-n1c(SCC(=O)N2CCCCC2)nc2cccnc21
→ 28 | 15
62. O=S(=O)(Cc1cc(Oc2ccccc2)nc(-c2ccccc2)n1)c1ccccc1
→ 44 | 12
63. Cc1ccc(NC(=O)CCc2c(C)nc3ncnn3c2C)cc1
→ -30 | 27
64. COC(=O)c1ccccc1NC(=O)c1ccc(Cn2cc(Cl)cn2)o1
→ -38 | 60
65. COC(=O)CC1=C(C(=O)OC)C(c2ccc3c(c2Cl)OCO3)C(C#N)=C(N)O1 (stereo unspecified)
→ -16 | 51
66. COCCNC(=O)C(C#N)c1nc2ccccc2nc1N1CCCCCC1 (stereo unspecified)
→ -60 | 31
67. Cn1cnc2c1c(=O)n(Cc1ccc(F)cc1Cl)c(=O)n2C
→ -26 | 25
68. CCc1ccc(NC(=O)CSc2nnc(-c3cnccn3)n2Cc2ccco2)cc1
→ -30 | 53
69. COc1ccc(C(=O)Nc2cc(C(=O)c3ccccc3)c(C)oc2=O)cc1
→ -5 | 41
70. COc1ccc(CNc2nc3c(c(=O)n(Cc4ccc(F)cc4)c(=O)n3C)n2C)cc1
→ 42 | 10
71. COC(=O)c1ccccc1NC(=O)N1CCN(S(=O)(=O)c2ccc(Cl)cc2)CC1
→ -67 | 34
72. CCc1ccc(C=NC23CN4CN(CN(C4)C2)C3)s1
→ 4 | 17
73. c1ccc(-n2nnnc2-c2cnc(-c3ccncc3)nc2-c2cccs2)cc1
→ -43 | 28
74. COC(=O)c1cc(=O)nc2sc(-c3cccs3)nn12
→ 43 | 9.4
75. CCCCCCn1c(SCC(C)C)nc2c1c(=O)[nH]c(=O)n2C
→ 15 | 34
76. O=C1C(Cl)=C(N2CCCCC2)C(=O)N1c1ccccc1
→ -59 | 58
77. COc1ccc(C2C(C(=O)N3CCOCC3)CCC(=O)N2c2cc(OC)c(OC)c(OC)c2)cc1 (stereo unspecified)
→ 6 | 18
78. COc1ccc2cc(CN(CCc3ccccc3)Cc3nnnn3Cc3ccco3)c(=O)[nH]c2c1
→ 12 | 29
79. CC(C)C(NS(=O)(=O)c1cccs1)C(=O)NCCN1CCN(c2ccccc2)CC1 (stereo unspecified)
→ 20 | 16
80. COc1ccc(OC(C)C(=O)N2CCc3ccccc3C2)cc1 (stereo unspecified)
→ -83 | 31
81. Cc1cc(NC(=O)Cn2cc(C(F)(F)F)cc(Cl)c2=O)no1
→ -11 | 34
82. CC(C)(C)c1[nH]nc2c1C(c1ccccc1OC(=O)N1CCOCC1)C(C#N)=C(N)O2 (stereo unspecified)
→ 40 | 22
83. COc1ccccc1N1CCN(CC(O)COc2ccc(S(=O)(=O)N3CCOCC3)cc2)CC1 (stereo unspecified)
→ 57 | 16
84. CCc1ccc(C2CC(=O)NC(SCC(=O)OC(C)C)=C2C#N)cc1 (stereo unspecified)
→ 3 | 47
85. Cc1nnc2c(NC(C)C)nc3ccccc3n12
→ 23 | 24
86. CCOC(=O)C1[C@H]2C(=O)N(CCCOC)C[C@]23C=C[C@H]1O3 (stereo partly specified)
→ -37 | 53
87. Clc1ccc(OCCCCSc2ncccn2)cc1
→ 2 | 19
88. Cc1cc(Cl)ccc1OCC(=O)N1CC(C)CC(C)C1 (stereo unspecified)
→ -42 | 25
89. Cc1nc2ccc(C(=O)N3CCSCC3)cc2s1
→ 17 | 14
90. Cc1noc(C)c1S(=O)(=O)N1CCCC(C(=O)N2CCc3ccccc3C2)C1 (stereo unspecified)
→ 37 | 26

Other records:
Order of values: mHtt clearance | mHtt clearance grain fraction
91. Cc1ccc(Cn2c(N3CCCCCC3)nc3c2c(=O)[nH]c(=O)n3C)cc1
→ -6 | 37
92. Cc1ccc(N2CCN(CCc3nc4cc(NC(=O)c5ccco5)ccc4n3C)CC2)cc1
→ -17 | 40
93. CCOc1cc(N2CCOCC2)c(OCC)cc1NC(=O)CSc1cccc[n+]1[O-]
→ 40 | 23
94. O=S(=O)(NCC1CCCO1)c1cccc(C(F)(F)F)c1 (stereo unspecified)
→ -27 | 23
95. CCCCCCc1nc2ccccc2c(=O)n1NC(=O)c1c(O)c2cccc3c2n(c1=O)CC3
→ 48 | 9.2
96. COc1cccc(NC(=O)Nc2cc(C)ccc2F)c1
→ -10 | 41
